UTI89 phage lysis = inhibition of K1F phage lysis, E. coli UTI89, bacterial capsule biogenesis inhibitors, alamar blue (AID 488966); E. coli UTI89 K1F phage lysis, alamar blue, 2 h; higher % means a stronger effect; one-dose inhibition, % at 100 µM; IC50 in µM for titrated hits; 0.02% of 340,000 active;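 active means phage lysis inhibition, versus mean bacterial control, above a set limit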;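 further: capsule biogenesis inhibitors block K1F phage lysis so surviving cells raise fluorescence; higher fluorescence means more inhibition of phage lysis; actives were called in the ten point dose series up to 300 µM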
An asterisk follows results filed as active; [ ] = remark or other dose. An excerpt, so the mix of outcomes need not match the whole.

SMILES	UTI89 phage lysis
Cc1c(C(=O)N(Cc2cccc(Br)c2)C2CCS(=O)(=O)C2)oc2ccc(F)cc12 (stereo not given)	0.0%
O=C1CN(C(=O)COC(=O)CCS(=O)(=O)c2ccccc2)c2ccccc2N1	0.7%[50 µM]
O=C(CN1CCN(CC(=O)Nc2ccccc2Cl)CC1)NCC1(N2CCOCC2)CCCCC1	0.7%[50 µM]
O=C(NCc1ccc(Cl)cc1)C1CCN(c2nnc(N3CCCC3=O)s2)CC1	0.3%
CN1CCN(NC(=O)c2c(-c3ccccc3)sc3ccccc23)CC1	1.0%
CCCCOc1ccc(C(=O)Nc2ccc3c(c2)C(=O)NC3=O)cc1	0.4%
Cc1ccc(NC(=O)C(C)OC(=O)/C=C/c2ccccc2)cc1 (stereo not given)	0.0%
CCCCn1c(N)c(N(CCOC)C(=O)CSCc2cccc(C)c2)c(=O)[nH]c1=O	1.2%[50 µM]
OCC[C@@H]1C[C@@H](O)[C@H](O)[C@@]2(Cc3ccccc3CO2)O1	0.3%
CC(=O)c1sc(NC(=O)c2ccc(COc3ccccc3Cl)o2)nc1C	0.1%
CCCCNC(=O)CCn1nc(-c2ccc(Cl)cc2)ccc1=O	0.5%
CCN(CC)S(=O)(=O)c1ccc2c(c1)oc(=O)n2CC(=O)NC1CCCCC1	0.0%
O=C(COC(=O)/C=C/c1ccc2ccccc2n1)NNC(=O)c1ccc([N+](=O)[O-])cc1	0.5%[50 µM]
CCCc1c(C(=O)N/N=C(\C)CCc2ccc(OC)cc2)nnn1-c1nonc1N	0.1%
O=C(Cc1ccc(Cl)cc1)NNC(=O)c1ccco1	0.2%
COC(=O)[C@H](Cc1ccccc1)NC(=O)c1cc(COc2c(F)cccc2F)on1	-0.2%
O=C(COc1ccc([N+](=O)[O-])cc1Cl)N(C1CCCCC1)C1CCS(=O)(=O)C1 (stereo not given)	0.4%[50 µM]
Cc1cccc(C)c1NC(=O)CNC(=O)COC(=O)c1ccc(Cl)s1	1.0%[50 µM]
O=C(NCCN1CCOCC1)c1ccc(/C=C2\Sc3ccccc3N(Cc3ccc(F)cc3)C2=O)cc1	-0.3%
COC(=O)[C@]1(S(=O)(=O)c2ccccc2)C[C@@H]2ON=C(c3ccc(OC)cc3)[C@@H]2C1	-1.1%
CCCc1nnc(NC(=O)CCC(=O)NC2CCCCCC2)s1	0.1%
Cc1c(Cl)cccc1NC(=O)CNC(=O)CCS(=O)(=O)c1ccc(F)cc1	0.2%[50 µM]
O=C(CN1CCN(S(=O)(=O)c2cccc(F)c2)CC1)Nc1ccnn1C1CCCC1	1.6%[50 µM]
Cc1cc(-c2ccc(S(=O)(=O)N3CCCCC3)s2)on1	0.2%
Cc1ccccc1CC(=O)Nc1ccc(S(=O)(=O)N2CCN(C)CC2)cc1	0.4%
O=C(NCc1ccc2c(c1)OCO2)c1nc(Cn2cc([N+](=O)[O-])cn2)no1	0.3%
CC(CNC(=O)CCc1nnc2ccc(N3CCC4(CC3)OCCO4)nn12)c1ccccc1 (stereo not given)	4.0%
CCN1C(=O)[C@H]2[C@@H](c3ccc(-c4ccc(F)cc4)c(OC)c3)N[C@@](C)(C(=O)OC)[C@H]2C1=O	0.8%
O=C(CSc1ccc2nnc(-c3ccccc3)n2n1)N1CCCCC1	-0.1%
O=C(O)CSc1ccc(S(=O)(=O)N2CCCC2)cn1	0.4%[50 µM]
COc1ccc(NC(=O)CN(C)C(=O)c2ccc3ccccc3n2)cc1	0.4%
Cc1cccc(NC(=O)CSc2nnc(CNC(=O)c3ccco3)o2)c1	0.0%
CC(C)(C)C(=O)Nc1cccc(S(=O)(=O)NC2=NCCC2)c1	1.1%[50 µM]
CN1CCN(c2nc3c(c(=O)n(C)c(=O)n3C)n2Cc2ccc(F)cc2)CC1	-0.4%
Clc1ccccc1-c1nnc(-c2cccnc2)o1	-0.1%
O=C(CSc1ccc2ccccc2n1)NCCCN1CCCC1=O	0.3%[50 µM]
Cc1cccc(NC(=O)CN2CCN(CC(=O)NCC3(N4CCCCC4)CCCCC3)CC2)c1C	0.7%[50 µM]
N#Cc1ccccc1NC(=S)NC(=O)c1cccs1	0.1%
COc1ccccc1CNC(=O)CS(=O)(=O)c1ccccc1	-0.1%
Cc1ccc(NC(=O)CSCC(=O)NCCc2ccccc2)cc1	0.1%
Cc1cc(C(C)(C)C)cc(C)c1COC(=O)c1cccnc1	1.3%
Cc1n[nH]c(C)c1S(=O)(=O)N(C)Cc1ccco1	0.7%[50 µM]
N#CC1(NC(=O)CSc2nnc(-c3ccccc3F)o2)CCCCC1	0.4%[50 µM]
Cc1ccc(C(=O)NCCCNC(=O)c2ccccc2C)cn1	0.6%
C=CCn1c(SCC(=O)Nc2ccc(F)cc2)nc2ccccc2c1=O	2.8%
CC(C)=CCC/C(C)=C/CC/C(C)=C/COc1ccc2ccc(=O)oc2c1	1.3%
O=C(c1ccccc1Br)N1N=C(c2ccccc2)CC1c1ccccc1F (stereo not given)	0.1%
O=C(Nc1ccc(Cl)cc1)Nc1ccc(-c2cnco2)cc1	0.1%
COC1CCCN(Cc2c(C(=O)N3CCN(C4CCCCC4)CC3)nc3ccccn23)C1 (stereo not given)	1.0%[50 µM]
O=C(N/N=C/c1ccccn1)c1cccc(NC(=O)c2ccccc2Cl)c1	0.2%
O=C(NCC1CCCO1)c1ccc2[nH]c3c(c2c1)CCCC3 (stereo not given)	0.5%[50 µM]
CSCC[C@H](N)C(=O)N1CCC(C(=O)N[C@H](C)C(=O)NC(C)c2ccccc2)CC1 (stereo not given in full)	5.1%
Cc1ccc(C(C)C)cc1OCC(=O)N1CCN(C(=O)c2ccco2)CC1	0.7%[50 µM]
Cn1c(N)c(C(=O)COC(=O)c2ccc(-c3ccccc3)cc2)c(=O)n(C)c1=O	1.3%
CCOc1ccccc1N(CC(=O)Nc1ccc(S(=O)(=O)N2CCCC2)cc1)S(C)(=O)=O	1.0%[50 µM]
CCOc1ccc(/C=N/n2c(COc3ccccc3)n[nH]c2=S)cc1OC	0.8%[50 µM]
O=C(C=CC(=O)OC1CCCCC1)OC1CCCCC1	-1.2%
CCOc1ccc(CN2CCN(Cc3c[nH]c4ccccc34)CC2)cc1	0.3%
Cc1[nH]c2ccccc2c1C(=O)C(C)OC(=O)c1ccc(NC(=O)CC#N)cc1 (stereo not given)	-0.5%[50 µM]
CN(C)S(=O)(=O)n1cc(/C=C(\NC(=O)c2ccccc2F)C(=O)NCCCN2CCOCC2)c2ccccc21	0.4%
New compounds follow
SMILES	UTI89 phage lysis
COc1ccccc1OCC(=O)Nc1ccccc1C(=O)N1CCCC1	0.9%
CC(=O)Nc1ccc(NC(=O)CSc2nnc3ccc(-c4ccccn4)nn23)cc1	1.5%[50 µM]
CCn1c(SCC(=O)NCCc2ccccc2)nc2c([nH]c3ccccc32)c1=O	0.0%
CCN(CC(=O)NCc1ccc(Cl)cc1)C(=O)CCOc1ccc(C)cc1	-0.8%[50 µM]
O=C(CN1C(=O)c2ccccc2S1(=O)=O)c1ccccc1F	-1.3%[50 µM]
NS(=O)(=O)c1ccc(CNC(=O)c2ccc(S(=O)(=O)NCc3ccco3)cc2)cc1	0.5%[50 µM]
CC1CN(C(=O)COC(=O)c2ccc(F)cc2Cl)CC(C)O1 (stereo not given)	-0.2%
COCOc1ccc(C=O)cc1OCOC	1.5%
O=C(Nc1nnc(S(=O)(=O)Nc2ccccc2)s1)C1CCCCC1	-0.3%
COc1ccc(OCc2cc(C(=O)N3CCCC(OC)C3)no2)c2ccccc12 (stereo not given)	-0.1%
COc1cc(C(C)=O)ccc1Oc1ccc(S(=O)(=O)N2CCOCC2)cn1	1.4%[50 µM]
CCc1sc(C(=O)NC(C)C2CCCO2)cc1Br (stereo not given)	-0.1%
COc1cccc(N2CCN(S(=O)(=O)c3cc4c(cc3Cl)NC(=O)CO4)CC2)c1	-1.0%
COc1ccc(-c2noc(CCC(=O)NC3CCCCC3)n2)cc1	0.2%
Cc1cccc(CC(=O)N2CCN(C(=O)c3ccco3)CC2)c1	0.3%
CCOC(=O)c1ccccc1NC(=O)CSc1nc2c(sc(=S)n2CC)c(=O)[nH]1	0.1%
Cc1cccc(C(=O)OC(C)C(=O)Nc2ccc(S(=O)(=O)Nc3ncccn3)cc2)c1C (stereo not given)	0.7%[50 µM]
COc1ccc(C(=O)N2CCCC(C(=O)c3ccccc3OC)C2)cc1OC (stereo not given)	0.1%
COc1ccc(/C=C/C(=O)OCC(=O)NC2CC2)c(OC)c1	0.9%[50 µM]
O=C(/C=C/c1cccc(Cl)c1Cl)OCC(=O)N1CCOCC1	0.1%[50 µM]
O=C(CN(C(=O)CNC(=O)c1cccs1)c1cccc(F)c1)NC1CCCCC1	-0.3%
CS(=O)(=O)c1ccc(C(=O)NNC(=O)c2cc(-c3ccccc3)n[nH]2)cc1	-0.6%
COC(=O)c1ccc(COC(=O)CNC(=O)c2ccc(C)s2)cc1	1.0%[50 µM]
COc1ccccc1N1CC(C(=O)Nc2nnc(SCC(=O)N3CCCC3)s2)CC1=O (stereo not given)	0.8%[50 µM]
N#Cc1ccc(CN2CCN(C(=O)CCNS(=O)(=O)c3ccc(F)c(F)c3)CC2)cc1	0.5%[50 µM]
CCOc1ccccc1NC(=O)NNS(=O)(=O)c1ccc([N+](=O)[O-])cc1	-0.7%[50 µM]
Cc1ccc(C(C)C)cc1OCC(=O)Nc1ccccc1N1CCCC1	0.5%
O=c1[nH][nH]c2cc([N+](=O)[O-])ccc12	2.5%
O=C(COc1nsnc1N1CCOCC1)Nc1cccc(Cl)c1	2.2%[50 µM]
CCN(CC)C(=O)c1cccc(NC(=O)CCc2nc3sc4c(c3c(=O)[nH]2)CCCC4)c1	0.7%[50 µM]
NC(=O)CC(NC(=O)c1ccc(Br)cc1)c1ccc(N2CCN(c3ccccc3)CC2)c([N+](=O)[O-])c1 (stereo not given)	1.3%
Cn1nc(C(=O)Nc2cc(Cl)ccc2N2CCCC2)c2ccccc2c1=O	-0.9%
CCN(Cc1ccncc1)C(=O)c1ccc(C)o1	0.1%
COc1ccc(/C=N/NC(=O)c2nnn(-c3nonc3N)c2-c2cccs2)cc1OC	0.0%
Cc1ccccc1OCC(=O)Nc1cccc(S(=O)(=O)NC2=NCCC2)c1	0.7%[50 µM]
COc1cccc(/C=C/C(=O)OCC(=O)c2c(N)n(C)c(=O)n(C)c2=O)c1	0.2%[50 µM]
Cc1cc(C)c(S(=O)(=O)c2ccc(C(C)(C)C)cc2)c(Cl)n1	0.2%
O=C(Cc1ccc(Cl)cc1)N/N=C/c1cccc(O)c1	0.1%
COc1ccc(N(C(=O)c2ccco2)C(C(=O)NC2CCCC2)c2ccco2)cc1OC (stereo not given)	-0.1%
Cc1cc2c(cc1S(=O)(=O)N1CCN(c3ccccc3)CC1)OCCN2C	3.8%

Structural class, the entries above containing an aryl thioether with sulfur outside any ring (ten)
SMILES	UTI89 phage lysis
O=C(CSc1ccc2nnc(-c3ccccc3)n2n1)N1CCCCC1	-0.1%
O=C(O)CSc1ccc(S(=O)(=O)N2CCCC2)cn1	0.4%[50 µM]
Cc1cccc(NC(=O)CSc2nnc(CNC(=O)c3ccco3)o2)c1	0.0%
O=C(CSc1ccc2ccccc2n1)NCCCN1CCCC1=O	0.3%[50 µM]
N#CC1(NC(=O)CSc2nnc(-c3ccccc3F)o2)CCCCC1	0.4%[50 µM]
C=CCn1c(SCC(=O)Nc2ccc(F)cc2)nc2ccccc2c1=O	2.8%
CC(=O)Nc1ccc(NC(=O)CSc2nnc3ccc(-c4ccccn4)nn23)cc1	1.5%[50 µM]
CCn1c(SCC(=O)NCCc2ccccc2)nc2c([nH]c3ccccc32)c1=O	0.0%
CCOC(=O)c1ccccc1NC(=O)CSc1nc2c(sc(=S)n2CC)c(=O)[nH]1	0.1%
COc1ccccc1N1CC(C(=O)Nc2nnc(SCC(=O)N3CCCC3)s2)CC1=O (stereo not given)	0.8%[50 µM]

(more compounds)
SMILES	UTI89 phage lysis
CCOc1cccc(C2C(C(=O)c3ccc(C)o3)=C(O)C(=O)N2CCCn2ccnc2)c1 (stereo not given)	0.9%[50 µM]
CC(=O)Nc1ccc(NC(=O)CSc2ncc(C(=O)Nc3ccccc3)c(=O)n2C)cc1	0.7%[50 µM]
COc1ccc2c(c1)OC[C@H]1[C@H]2N2C(=O)c3cc(OC)c(OC)cc3NC(=O)[C@@]2(C)[C@H]1c1ccccc1	2.4%
CCC/C(C#Cc1ccsc1)=C1/c2ccccc2C(=O)N1c1ccccc1	-1.1%
O=C(NCc1ccc(Cl)cc1)c1ccc(CS(=O)Cc2cccc(Cl)c2)o1 (stereo not given)	0.0%
O=C(O)CC/C(=N\NC(=O)c1ccncc1)c1ccccc1	0.8%
Cc1ccc(NC(=O)CSCC(=O)OCc2cc(=O)oc3cc(O)ccc23)c(C)c1	2.5%[50 µM]
COC1=C(N)C(=O)c2nc(C)ccc2C1=O	-5.5%
CCOc1ccc(OCC)c(NS(=O)(=O)c2cn(C)cn2)c1	0.3%
O=C(c1ccc(F)cc1)N1CCCC(N2CCN(Cc3ccc4c(c3)OCO4)CC2)C1 (stereo not given)	1.2%[50 µM]
O=C1OCCN1c1c(-c2ccccc2)c(N2CCOCC2)nc2ccccc12	0.3%
CCn1cc(C(=O)N2CCCC2)c(=O)c2cc(S(=O)(=O)N3CCC(C)CC3)ccc21	0.0%
O/N=C/c1cn(-c2ccccc2)nc1-c1ccccc1	-0.7%[50 µM]
Cc1cccc(NC(=O)CSCC(=O)Nc2cccc(S(=O)(=O)N3CCCCCC3)c2)c1	-0.4%[50 µM]
Cc1ccc(NC(=O)CN2C(=O)NC3(CCCc4ccccc43)C2=O)c(Cl)c1 (stereo not given)	1.3%
O=C(NCc1ccccc1)c1cccc2c1C(=O)c1ccc(/C=C/c3ccccc3)cc1S2(=O)=O	-0.5%
N#CCC(=O)N/N=C\c1cccc(OC/C=C/c2ccccc2)c1	-0.1%
CCOc1cc(/C=N/NC(=O)c2nnn(-c3nonc3N)c2C)ccc1OCc1cccc(F)c1	0.2%
